Bioassay records from PubChem BioAssay.
S3 lipid droplet = qHTS Assay for Lipid Storage Modulators in Drosophila S3 Cells. Drosophila S3 cells, BODIPY lipid droplet fluorescence, 18-24 h; cells fed with added oleic acid. Potency in µM for hits, for the others lipid storage change, negative = inhibition, % at the top dose, mostly 46.1 µM. 320,000 compounds, 0.64% hits. AID 2685; active = well fitted inhibition curve with a large enough effect in the signal ratio, with a control signal flat, not every such curve was filed as active; inconclusive = small, poorly fitted or top-dose-only effect, or effect the other way, or a change in a side signal; the % refers to the signal ratio
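Laser-scanning cytometry quantifies lipid droplet accumulation (500–530 nm total intensity; droplet/cell object ratio) in oleic acid-fed (400 uM added) Drosophila S3 cells treated with a concentration series. 20 uM Triacsin C defined 100% inhibition.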
S3 lipid droplet cell count max = further read-out of S3 lipid droplet, marked with its call; cell number change, %; measured here: cell count max response;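 cells counted by Cell Tracker Red CMTPX staining in the red channel; peak over a dose series mostly up to 46.1 µM; percent activity relative to internal control wells on each plate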
* marks the source's active call; other numbers are inactive results; ? = inconclusive; . = not tested or not shown; & = joins results of further samples. % is set by controls: 0 for no effect and ±100 for the full control effect; potency is the fitted concentration of half-maximal effect.

| No. | smiles | S3 lipid droplet | S3 lipid droplet cell count max |
| --- | --- | --- | --- |
| 1 | CN1CCC(=C2c3ccccc3CCc3sccc32)CC1 | 5% | 20 |
| 2 | CC1=NN(c2ccccc2)C(=O)C1 | -7% | 14 |
| 3 | CC(=O)N1C[C@H](O)C[C@H]1C(=O)O | ? | . |
| 4 | CC(C)Cn1cnc2c1c(=O)n(C)c(=O)n2C | ? | . |
| 5 | COc1ccc(CN(CCN(C)C)c2ccccn2)cc1 | 2%&-11% | 6&1 |
| 6 | CCOc1ccc(S(=O)(=O)N2CCCCCC2)c2ccccc12 | 2% | 6 |
| 7 | CCCn1ncc(CN2CCCC(C(=O)c3cccc(OC(C)C)c3)C2)c1C (centres undefined) | 1% | -2 |
| 8 | O=C1N(c2ccccc2)c2ccccc2C1(Cc1ccncc1)Cc1ccncc1 | 3% | 16 |
| 9 | COc1ccccc1OCC(O)COC(N)=O (centres undefined) | 0% | 18 |
| 10 | Cc1cc2c(s1)Nc1ccccc1N=C2N1CCN(C)CC1 | 6% | 8 |
| 11 | Cc1coc2c1C(=O)C(=O)c1c-2ccc2c1CCCC2(C)C | -6% | 1 |
| 12 | N=C(N=C(N)N)N1CCOCC1 | -6% | -18 |
| 13 | NS(=O)(=O)c1cc2c(cc1C(F)(F)F)NC(Cc1ccccc1)NS2(=O)=O (centres undefined) | -3% | 13 |
| 14 | COc1cc2nc(N3CCN(C(=O)C4COc5ccccc5O4)CC3)nc(N)c2cc1OC (centres undefined) | ? | . |
| 15 | CCC[C@H](N[C@@H](C)C(=O)N1[C@H](C(=O)O)C[C@@H]2CCCC[C@@H]21)C(=O)OCC | 12% | 15 |
| 16 | O=C(O)COC(=O)Cc1ccccc1Nc1c(Cl)cccc1Cl | ? | . |
| 17 | O=c1cc[nH]c(=O)[nH]1 | ? | . |
| 18 | c1ccc2c(CC3=NCCN3)cccc2c1 | -6% | -11 |
| 19 | C/C=C/C=N\NC(=O)c1ccncc1 | 4% | -6 |
| 20 | C[C@H]1COc2c(N3CCN(C)CC3)c(F)cc3c(=O)c(C(=O)O)cn1c23 | ? | . |
| 21 | Nc1ccc(C(=O)Nc2ccccc2N)cc1 | -23% | 25 |
| 22 | O=C(O)[C@@H]1[C@H]2C[C@H]3c4[nH]c5ccccc5c4CCN3C[C@@H]2CC[C@@H]1O | 5% | -13 |
| 23 | C[C@H](CCC(=O)O)[C@H]1CC[C@H]2[C@@H]3[C@@H](O)C[C@@H]4C[C@H](O)CC[C@]4(C)[C@H]3CC[C@]12C | ? | . |
| 24 | Nc1cc(-c2ccncc2)c[nH]c1=O | 19% | 2 |

Profiles, looked up by structure.
Listed for CC1=NN(c2ccccc2)C(=O)C1 → S3 lipid droplet = -7%; S3 lipid droplet cell count max = 14
Listed for Nc1cc(-c2ccncc2)c[nH]c1=O → S3 lipid droplet = 19%; S3 lipid droplet cell count max = 2

Quoted at random: 5 compounds from above.
| No. | smiles | S3 lipid droplet | S3 lipid droplet cell count max |
| --- | --- | --- | --- |
| 7 | CCCn1ncc(CN2CCCC(C(=O)c3cccc(OC(C)C)c3)C2)c1C (centres undefined) | 1% | -2 |
| 9 | COc1ccccc1OCC(O)COC(N)=O (centres undefined) | 0% | 18 |
| 18 | c1ccc2c(CC3=NCCN3)cccc2c1 | -6% | -11 |
| 10 | Cc1cc2c(s1)Nc1ccccc1N=C2N1CCN(C)CC1 | 6% | 8 |
| 20 | C[C@H]1COc2c(N3CCN(C)CC3)c(F)cc3c(=O)c(C(=O)O)cn1c23 | ? | . |

Three of the entries above in order of their number in S3 lipid droplet, smallest number first.
| No. | smiles | S3 lipid droplet | S3 lipid droplet cell count max |
| --- | --- | --- | --- |
| 9 | COc1ccccc1OCC(O)COC(N)=O (centres undefined) | 0% | 18 |
| 19 | C/C=C/C=N\NC(=O)c1ccncc1 | 4% | -6 |
| 10 | Cc1cc2c(s1)Nc1ccccc1N=C2N1CCN(C)CC1 | 6% | 8 |

The list is partial (hit frequency here may not be typical).
